Glyco luc inh – N-linked glycosylation inhibition | D54 ERlucT glycosylation luciferase reporter, 24 h; percent of 100 nM tunicamycin response | reporter increase, % at 12.5 µM | 0.23% of 360,000 active | AID 588692;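 active = mean luciferase reporter signal, scaled so untreated is 0 and the glycosylation-blocking control 100, at or above a set limit in every replicate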;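 also: luciferase carries N-glycosylation sites so blocking glycosylation raises the light; 0% = median of neutral control wells and 100% = median of 100 nM tunicamycin wells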
ABCB6 inh 2 – human ABCB6 transporter inhibition; Q9NP58; K562-ABCB6 porphyrin accumulation, flow cytometry, 1 h; stronger effect = lower value; fluorescence ratio to DMSO, % at 10 µM; 0.19% of 360,000 active; AID 602162;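 active = fluorescence ratio to DMSO below 75%, the collection mean minus 3 SD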;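 also: signal is porphyrin accumulated inside mitochondria; 100% equals median channel fluorescence of DMSO control wells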
MC4R antagonist – human MC4R antagonism in cAMP assay; P32245; MC4R-expressing cells, MTII-stimulated cAMP, LANCE TR-FRET; inhibition, % at 6.5 µM; 0.48% of 360,000 active; AID 540295;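 active = inhibition above its plate's cutoff, the mean of tested wells on that plate plus 3 SD, cut at about 29% in these data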;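 also: 0% = Melanotan II alone and 100% = Melanotan II plus saturating MCL0020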
Target sequence (P32245 whole entry, looked up): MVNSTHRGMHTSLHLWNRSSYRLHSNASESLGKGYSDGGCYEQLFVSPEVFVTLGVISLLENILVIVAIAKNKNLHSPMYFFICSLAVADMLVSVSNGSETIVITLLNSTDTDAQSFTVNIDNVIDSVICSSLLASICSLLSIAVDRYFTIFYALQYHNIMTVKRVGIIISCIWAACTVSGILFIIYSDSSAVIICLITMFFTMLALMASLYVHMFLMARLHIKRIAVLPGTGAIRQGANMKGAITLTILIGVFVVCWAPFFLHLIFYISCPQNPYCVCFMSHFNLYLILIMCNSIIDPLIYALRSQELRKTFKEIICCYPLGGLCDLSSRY
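material = U2OS cells stably expressing human melanocortin 4 receptor (MC4R) | also added = Melanotan II challenge | dosing = single nominal compound dose of 6.5 µM | detection = TR-FRET with Eu-cAMP and labeled anti-cAMP, 671 nm | replication = singlicate | timing = compound 30 min, challenge 1 h, detection 1 h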
PDI inh – PDI (human) enzyme inhibition. PDI insulin aggregation turbidity, A650, 90 min. inhibition, % at 10 µM. 0.052% of 350,000 active;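 active = mean inhibition across replicates of 30% or more, whatever share of single replicates reach that level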;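 also: absorbance from insulin aggregation driven by PDI reduction with DTT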
HTR2A ag – mouse HTR2A agonism via beta-arrestin recruitment; P35363; CHO-K1 mHTR2A beta-arrestin complementation, luminescence; percent of 30 µM serotonin response; activation, % at 7.6 µM; 0.66% of 360,000 active; AID 624169;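 active = activation above a run cutoff, the mean activation of all tested compounds plus 3 SD, cut at about 14% in these data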;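 also: 0% = plate median of compound wells and 100% = 30 µM serotonin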
Target sequence (P35363 whole entry, looked up): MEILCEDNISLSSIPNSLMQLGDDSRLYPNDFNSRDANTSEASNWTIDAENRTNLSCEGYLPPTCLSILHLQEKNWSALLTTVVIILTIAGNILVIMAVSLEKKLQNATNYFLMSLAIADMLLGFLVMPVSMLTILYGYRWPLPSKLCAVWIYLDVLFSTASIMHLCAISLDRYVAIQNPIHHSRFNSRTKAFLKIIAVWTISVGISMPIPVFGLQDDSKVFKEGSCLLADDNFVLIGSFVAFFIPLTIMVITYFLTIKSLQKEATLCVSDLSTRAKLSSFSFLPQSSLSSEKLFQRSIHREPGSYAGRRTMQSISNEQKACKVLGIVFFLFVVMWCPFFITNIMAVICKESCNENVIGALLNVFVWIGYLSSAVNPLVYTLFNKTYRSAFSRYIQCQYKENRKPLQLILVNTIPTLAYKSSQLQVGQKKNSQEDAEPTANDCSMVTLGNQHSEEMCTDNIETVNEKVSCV
CaV13 ICDI inh – Disruptors of the CACNA1D IQ motif to Ca2+-dependent inactivation inhibitor domain association, primary screening, Förster resonance energy transfer in intact living …. HEK cells, CFP/YFP FRET ICDI-IQ, plate reader, 10 min; percent FRET-ratio fall versus neutral wells. inhibition, % at 12.3 µM. 0.098% of 340,000 active;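 active = mean replicate inhibition of at least 30% and at least 1% of replicates passing that level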;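 also: 0% = median of the neutral control wells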
H9c2 protect – myocardial damage modulation in H9c2 cells | H9c2 cardiomyocytes, H2O2 injury protection, ATPLite, 2 h | protection from H2O2 cell death, % at 20 µM | 0.63% of 360,000 active | AID 588492;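 active = compounds giving at least 50% protection of heart cells from peroxide-induced death in the single-dose screen, raw or plate-pattern-corrected value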;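 also: 0% = DMSO wells with peroxide and 100% = DMSO wells without peroxide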
MC4R barr agon – human MC4R agonism via beta-arrestin; activation, % at 8.9 µM; U2OS MC4R beta-arrestin complementation, luminescence; percent of melanotan II response, DMSO zero; 0.98% of 360,000 active; P32245;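 active = activation above a per-plate cutoff, the mean activation of sample wells on that plate plus 3 SD, cut at about 8% in these data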
Vif imaging – blocks HIV Vif function; HEK293T cells, Vif self-association by quenched fluorescence, imaging, 24 h; inhibition, % at 7.49 µM; 0.35% of 340,000 active; in the data active = inhibition above about 50%, passing the limit was not always enough; also: some results filed as inactive read as strong as hits
aDG glyco act – increases alpha dystroglycan glycosylation. activation, % at 10 µM. AID 624168. 0.22% of 360,000 active. Pro5-aDG cells, alpha-DG glycosylation AlphaScreen (IIH6); 0% Pro5, 100% B10-LARGE cell signal;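 active = activation of at least 8% versus controls, or a plate z-score of at least 8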;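 also: Pro5 are CHO cells carrying HIG-tagged alpha-DG that lacks glycosylation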
Numbers without * were called inactive; . = no result given.

Start of the data: the first three entries as a preview:
SMILES	Glyco luc inh	ABCB6 inh 2	MC4R antagonist	PDI inh	HTR2A ag	CaV13 ICDI inh	H9c2 protect	MC4R barr agon	Vif imaging	aDG glyco act
Cc1cccc(-n2nc([N+](=O)[O-])c(N3CCN(C(=O)c4ccco4)CC3)[n+]2[O-])c1	1	104	-3	-4	1	-7	-4	-0.4	-4	0.4
CCc1nc(SCc2cc(Cl)ccc2OC)n[nH]1	0	95	-4	-4	-1	-5	0	0.7	-1	0.2
COc1ccc(CNC(=O)C2CCN(C(=O)Cc3ccccc3)CC2)cc1	0	98	9	5	-4	-3	4	-1.6	50	-0.1

All compounds of this part (from the top)
SMILES	Glyco luc inh	ABCB6 inh 2	MC4R antagonist	PDI inh	HTR2A ag	CaV13 ICDI inh	H9c2 protect	MC4R barr agon	Vif imaging	aDG glyco act
Cc1cccc(-n2nc([N+](=O)[O-])c(N3CCN(C(=O)c4ccco4)CC3)[n+]2[O-])c1	1	104	-3	-4	1	-7	-4	-0.4	-4	0.4
CCc1nc(SCc2cc(Cl)ccc2OC)n[nH]1	0	95	-4	-4	-1	-5	0	0.7	-1	0.2
COc1ccc(CNC(=O)C2CCN(C(=O)Cc3ccccc3)CC2)cc1	0	98	9	5	-4	-3	4	-1.6	50	-0.1
O=C(CSc1nnnn1-c1ccccc1)NCc1ccco1	1	110	-2	12	-1	-6	8	0.4	-27	0.1
CCCNC(=O)c1ccc2c(=O)c(O)c(-c3cccc(Br)c3)[nH]c2c1	-11	99	4	-4	-2	-21	54*	-1.4	-5	0.9
O=C(NCc1ccccc1F)c1ccncc1	1	100	3	15	1	-5	1	-0.3	1	0.1
c1ccc2c(c1)sc1nnnn12	2	97	9	-2	-3	-4	0	-1.7	12	0.0
CCN(CC(=O)Nc1c(F)cccc1F)C(=O)c1ccc(OCC(=O)N2CCOCC2)c(OC)c1	1	96	0	-1	-1	-5	-6	-2.4	-9	0.2
COc1ccc2c(C)c(CC(=O)N3C[C@H]4C[C@@H](C3)c3cccc(=O)n3C4)c(=O)oc2c1OC	7	102	7	.	-2	.	-1	0.4	-9	0.2
COC(=O)c1ccc(NC(=S)Nc2ccc3ccccc3c2)cc1	7	104	0	1	-1	-7	-24	0.0	8	0.1
Cc1cc2oc(C(=O)NCc3ccncc3)c(C)c2cc1C	0	98	-13	-1	0	-5	-1	-0.8	.	-0.1
Cc1nc2c3cc(Cl)ccc3n(CCN3CCCCC3)c2s1	24	101	-30	4	-4	-7	5	-1.6	.	-0.1
NC(=O)c1ccc(N2CCNC(=O)C2)c([N+](=O)[O-])c1	-1	103	12	0	3	-4	-2	0.8	9	0.0
CC(C)c1ccc(NC(=O)CSc2nc3ccsc3c(=O)n2Cc2ccc(C(=O)O)cc2)cc1	0	98	4	-3	5	-2	-2	-0.6	-5	-0.1
Cc1c(C(=O)NC(C)C)sc2ncn(CC(=O)N3CCC(C)CC3)c(=O)c12	2	93	4	10	-2	-7	5	-1.7	27	0.0
Cc1c(N=C(N)/N=C(\N)Nc2ccc(Br)cc2)c(=O)n(-c2ccccc2)n1C	-3	91	4	-13	1	-3	2	1.2	2	-0.2
c1ccc(-c2nnsc2-c2ncc[nH]2)cc1	-1	96	-1	4	0	-2	-7	-1.1	6	-0.1
COc1ccc(C2=NOC(C(=O)NCc3cccnc3)C2)cc1OC (centres undefined)	0	95	-5	2	0	-16	0	-2.1	.	0.0
O=C(c1nc2ncccn2n1)N1CCc2ccccc2C1	-1	103	9	5	5	.	3	-0.4	7	0.0
COc1cc(/C=N/NC(=O)CC2C(=O)NN=C2C)ccc1O (centres undefined)	0	102	-3	5	-4	-4	0	-0.5	-1	0.0
CCC(=O)Nc1nnc(-c2ccc(OC)cc2)o1	3	98	2	1	-8	-6	6	-1.1	8	0.2
Cc1cc(C)c(S(=O)(=O)c2cc(F)ccc2C)c(=O)[nH]1	2	95	9	7	-2	-4	0	0.0	-9	-0.1
CC(=O)C1=C(O)C(=O)N(c2ccc(Br)cn2)C1c1ccc(F)cc1 (centres undefined)	1	102	2	-5	-3	-8	1	-1.5	10	-0.4
CC(C)Cc1ccc(CN2C(C)C(=O)N(Cc3cn(Cc4ccco4)nn3)CCS2(=O)=O)cc1 (centres undefined)	6	105	.	.	-2	.	-3	.	.	-0.1
Nn1c(Cc2ccccc2)nc2ccccc2c1=O	0	104	4	3	2	-1	-4	-0.4	-1	-0.1
CCC(=O)OCC(=O)C1(OC(=O)CC)[C@H](C)C[C@H]2[C@H]3[C@H]([C@@H](O)C[C@@]21C)[C@@]1(C)C=CC(=O)C=C1C[C@H]3Cl (some centres undefined)	4	98	10	-11	-3	-5	13	-0.1	-5	-0.2
C/C(Cn1nc([N+](=O)[O-])cc1C)=N\NC(=O)COc1ccc(Cl)cc1Cl	0	99	1	5	2	-6	2	-0.9	9	-0.1
CCC(c1nnnn1-c1ccc(OC)cc1)N1CCN(C/C=C/c2ccccc2)CC1 (centres undefined)	2	97	.	.	15*	-6	-7	.	.	-0.3
COC(=O)c1ccc(NC(=O)CCS(=O)(=O)c2ccc(C)cc2)cc1	1	102	9	-4	1	-20	1	-3.3	-1	0.0
Cc1cc(Br)ccc1SCC(=O)OCC(=O)c1c(N)n(C)c(=O)n(C)c1=O	1	97	15	-4	-1	-17	3	0.9	-1	0.0
CCc1ccc2c(c1)c1nc(C)sc1n2CC(=O)OC	1	95	10	-2	0	-5	-6	-2.2	.	-0.1
CC(=O)NC(c1ccccc1)c1nc(-c2csc3ccccc23)cs1 (centres undefined)	-4	96	4	4	-5	-7	0	-1.9	14	0.6
COc1ccc(N(C(=O)C2CSC(=O)C2)C(C(=O)NC(C)(C)C)c2ccncc2)cc1 (centres undefined)	3	97	-6	-1	-2	-6	8	-2.9	-3	-0.1
CCN1C2=NCCCN2c2cc(C)c(C)cc21	6	98	-7	2	2	-6	-2	-1.1	4	-0.2
CC(Nc1nc(-c2cccnc2)nc2ccccc12)c1ccccc1 (centres undefined)	38*	94	-6	5	-1	-10	-1	1.5	6	0.2
COc1ccccc1C(O)P(=O)(OCC(C)C)c1ccc(N(C)C)cc1 (centres undefined)	0	100	0	-4	-1	-18	0	-1.5	-10	0.1
Cc1cccc2cc(CN(CC3CCCO3)C(=O)c3cccnc3)c3nnnn3c12 (centres undefined)	2	96	2	12	-2	-5	5	-1.2	-4	-0.3
Cc1ccc(C(=O)NC(=S)N2CCN(C(=O)OC(C)(C)C)CC2)cc1Br	1	100	1	-1	3	-3	8	-1.9	0	-0.1
COC(=O)CN1C(c2ccc(OC)cc2)=Nc2ccc(Cl)cc2C1c1ccccc1 (centres undefined)	-5	94	8	-2	-1	-5	-3	-2.5	0	0.0
CCC(=O)Nc1ccc(N/C(N)=N/c2nc(C)cc(C)n2)cc1	5	99	-5	3	0	-5	-11	-3.6	6	0.0
O=S(=O)(NCCNS(=O)(=O)c1ccccc1)c1ccccc1	0	99	8	7	1	-3	2	2.1	-5	0.0
CCN(Cc1ccccc1)S(=O)(=O)c1ccc(S(=O)(=O)N2CCN(C)CC2)cc1	0	99	12	1	4	-12	-4	-0.3	-6	0.0
COc1ccc(-c2c(C#Cc3ccsc3)c3cc(-c4ccc5[nH]ccc5c4)ccc3n2C)cc1	2	92	-5	-3	-3	-4	-4	0.9	15	0.6
NS(=O)(=O)c1ccc(NC(=S)N2CCCC2)cc1	1	91	-2	-1	7	.	0	1.5	-2	-0.2
CC(C)(C)NC(=S)NNC(=O)c1cccc(Br)c1	1	93	17	-1	-2	-4	-12	-1.4	-19	1.2
COC(=O)/C=C1\SC(=NC(=O)c2cccc(Cl)c2)NC1=O	1	93	-4	0	-2	-2	0	4.3	.	0.0
CCN(CC)CCN1C(=O)C(=O)/C(=C(/O)c2ccc(S(=O)(=O)N3CCOCC3)cc2)C1c1ccc(C(C)(C)C)cc1 (centres undefined)	0	105	17	2	-15	.	-2	-0.7	-4	-0.2
CC(=O)Nc1ccc(NS(=O)(=O)Cc2ccccc2)cc1	1	97	0	1	10	-3	2	-2.3	-3	-0.1
O=C1NC(c2ccccc2OC(F)F)Oc2ccccc21 (centres undefined)	1	101	8	17	0	-21	4	-1.1	-7	-0.2
Cc1ccc(-n2cc(S(=O)(=O)c3ccc(C)cc3)[nH]c2=O)cc1	0	98	5	0	-5	-4	4	-0.9	-8	0.3
Nc1ccc2oc(-c3cccc4ccccc34)nc2c1	-3	102	-5	-9	-7	-7	2	0.1	-2	-0.1
CC(=O)N1CCOC12CCN(Cc1ccccc1)CC2	1	100	5	1	-1	-9	1	-1.6	-4	-0.1
Cc1ccc(/C=N/n2c(C)cc(C)c(C#N)c2=O)o1	3	101	10	-9	3	-19	-1	-1.7	7	0.0
CCOC(=O)[C@@H]1[C@H]2COc3ccccc3[C@H]2N2C(=O)N(c3ccc(C)cc3)C(=O)[C@]12C	-1	103	4	14	3	-4	-3	0.4	0	-0.1
COCCn1c(N)c(Sc2ccccc2[N+](=O)[O-])c(=O)[nH]c1=O	0	96	-4	5	-2	-6	0	0.3	16	0.0
Cc1ccc(NC(=O)c2ccc(Cn3cc(Cl)cn3)o2)c(C)c1	-5	83	2	-2	4	-6	-4	-4.8	-8	0.0
NS(=O)(=O)c1ccc(CNC(=O)C(c2ccccc2)c2ccccc2)cc1	-1	103	13	5	1	-2	3	0.2	-4	0.1
CC1(C)CC(N2CCN(Cc3ccccc3)CC2)=CC(=[N+]2CCCCC2)C1	1	91	5	-5	0	-1	-10	-0.8	-2	0.0
CCc1ccc(C(C(=O)NC2CCCCC2)N(C(=O)c2csnn2)C2CC2)cc1 (centres undefined)	-3	108	17	-6	4	-2	6	-1.0	-8	0.0
CCc1nc2ccc(C(=O)NCc3cccs3)cn2c1N(CC)CCN(C)C	0	99	2	-6	-5	-6	16	-0.6	16	-0.3

2 successive compounds out of the list so far:
SMILES	Glyco luc inh	ABCB6 inh 2	MC4R antagonist	PDI inh	HTR2A ag	CaV13 ICDI inh	H9c2 protect	MC4R barr agon	Vif imaging	aDG glyco act
CCc1ccc(C(C(=O)NC2CCCCC2)N(C(=O)c2csnn2)C2CC2)cc1 (centres undefined)	-3	108	17	-6	4	-2	6	-1.0	-8	0.0
CCc1nc2ccc(C(=O)NCc3cccs3)cn2c1N(CC)CCN(C)C	0	99	2	-6	-5	-6	16	-0.6	16	-0.3

The list continues.
SMILES	Glyco luc inh	ABCB6 inh 2	MC4R antagonist	PDI inh	HTR2A ag	CaV13 ICDI inh	H9c2 protect	MC4R barr agon	Vif imaging	aDG glyco act
COc1ccccc1NS(=O)(=O)c1cc(NC(=O)c2ccc3c(c2)OCCO3)ccc1C	0	94	19	-1	1	-5	8	2.2	-5	0.1
CN(C)c1nc(SCc2ccccc2Cl)nc2c1CCCC2	-4	93	4	-4	-6	.	-16	2.0	-10	0.2
Cc1cc(=O)oc(C)c1C(=O)N1CCc2c([nH]c3ccccc23)C1C(C)C (centres undefined)	1	100	1	1	-2	-8	8	1.0	.	0.2
O=C1CSC2=NCN(c3ccccc3)CN12	1	91	1	6	-2	-4	-2	1.0	3	0.1
C[C@H](CO)N1C[C@H](C)[C@@H](CN(C)CC2CC2)Oc2c(NC(=O)C3CC3)cccc2C1=O	1	89	0	-7	2	-9	4	-0.4	-3	0.0
CCOCCCNC(=O)CCNS(=O)(=O)c1ccc(C)cc1	0	97	9	0	0	-5	-1	0.3	6	0.3
